# Bioassay records: PubChem, several laboratories
# PvdQ inh – P. aeruginosa PvdQ acylase inhibition; purified PvdQ acylase, fluorescence plate reader; inhibition, % at 10 µM; 340,000 compounds, 0.063% hits; AID 488965; in the data active = inhibition above about 30%, passing the limit was not always enough; inconclusive = no clear call, values can overlap the other calls;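 note: 0% = vehicle neutral wells and 100% = reference inhibitor wells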
# Ecoli viability – reduces bacterial viability in AddAB counter-screen; 330,000 compounds, 0.27% hits; E. coli V3065 growth, OD600 absorbance, 18 h; inhibition, % at 11.9 µM;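 active = inhibition above the campaign's mean inhibition across all tested compounds plus 3 SD, cut at about 9.9% in these data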;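 note: uninfected addAB+ strain grown without phage in ampicillin broth; 0% = DMSO wells and 100% = ciprofloxacin 0.95 µg/ml wells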
# CAL PDZ inh – blocks peptide binding to human CAL PDZ domain; purified CAL PDZ, TMR-peptide fluorescence polarization, 1 h; inhibition, % at 20 µM; 330,000 compounds, 0.02% hits;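 active = highest replicate inhibition of at least 40%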;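 note: plate controls were DMSO neutral control wells for no effect and unlabeled competitor peptide control wells for full effect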
#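 material = purified tagged CAL PDZ domain construct (CerCALP) | compound dosing = 20 µM, one dose | times = 1 h at RT | measured by = fluorescence polarization from S- and P-plane intensities, G-factor corrected | read-out = inhibition from polarization loss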
# DAGLB inh – blocks human DAGLB lipase activity; AID 504411; HEK293T DAGLB membrane lysate, EnzChek fluorogenic substrate; 340,000 compounds, 0.059% hits; inhibition, % at 5.17 µM; Q8NCG7; in the data active = inhibition above about 34%;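 note: 0% = enzyme with vehicle and 100% = wells lacking enzyme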
# Target sequence (Q8NCG7 whole entry, looked up): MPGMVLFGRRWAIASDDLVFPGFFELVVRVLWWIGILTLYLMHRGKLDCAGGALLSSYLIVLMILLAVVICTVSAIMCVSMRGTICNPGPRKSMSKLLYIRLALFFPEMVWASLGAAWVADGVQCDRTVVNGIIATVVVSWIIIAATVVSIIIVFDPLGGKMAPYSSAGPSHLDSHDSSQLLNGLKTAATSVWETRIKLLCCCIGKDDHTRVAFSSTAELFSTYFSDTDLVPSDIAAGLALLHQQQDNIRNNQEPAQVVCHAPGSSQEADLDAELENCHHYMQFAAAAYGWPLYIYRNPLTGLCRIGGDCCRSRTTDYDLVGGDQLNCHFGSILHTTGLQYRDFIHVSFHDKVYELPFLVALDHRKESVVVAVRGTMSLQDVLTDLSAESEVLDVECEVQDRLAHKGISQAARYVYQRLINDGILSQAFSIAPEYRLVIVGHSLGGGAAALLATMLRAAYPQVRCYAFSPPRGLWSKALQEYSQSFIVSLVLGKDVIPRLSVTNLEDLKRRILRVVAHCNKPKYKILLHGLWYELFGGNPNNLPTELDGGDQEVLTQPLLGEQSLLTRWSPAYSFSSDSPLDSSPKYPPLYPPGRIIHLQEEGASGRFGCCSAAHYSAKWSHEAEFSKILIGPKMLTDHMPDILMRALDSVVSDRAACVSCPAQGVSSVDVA
# Rtt109 HAT inh – blocks Candida albicans Rtt109/Vps75 acetyltransferase activity; Q5AAJ8; purified Rtt109/Vps75, ThioGlo CoA-SH fluorescence, 4 h; inhibition, % at 34.9 µM; 330,000 compounds, 0.16% hits; AID 540336;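 active = inhibition of at least 50% in every replicate; inconclusive = best replicate reaches 50% inhibition but some replicates fall short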
# Target sequence (Q5AAJ8 whole entry, looked up): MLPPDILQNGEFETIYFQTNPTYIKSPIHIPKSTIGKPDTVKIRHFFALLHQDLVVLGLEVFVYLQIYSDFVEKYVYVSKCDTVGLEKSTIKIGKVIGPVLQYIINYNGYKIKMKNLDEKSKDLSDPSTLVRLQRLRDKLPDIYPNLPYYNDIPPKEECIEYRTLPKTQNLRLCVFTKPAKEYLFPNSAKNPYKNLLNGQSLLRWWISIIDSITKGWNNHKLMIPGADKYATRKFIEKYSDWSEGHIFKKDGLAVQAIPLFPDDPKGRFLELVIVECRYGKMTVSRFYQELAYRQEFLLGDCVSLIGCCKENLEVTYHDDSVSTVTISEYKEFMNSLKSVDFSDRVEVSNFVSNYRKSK
# Tat transport – E. coli Tat transport inhibition; E. coli MC4100 TorA-mCherry Tat export, fluorescence; inhibition, % at 10 µM; 340,000 compounds, 0.036% hits;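 active = mean replicate inhibition at least 50% and at least half of replicates individually reaching 50%; inconclusive = only one of the two criteria met; inactive = neither criterion met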;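 note: exported cargo escapes ClpAP degradation while cytoplasmic cargo is degraded and loses fluorescence; 0% = median of neutral control wells and 100% = median of NaSCN control wells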
# PfHsp90 yeast 2 – reduces growth (ATP signal) of yeast expressing P. falciparum Hsp90; S. cerevisiae expressing PfHsp90, BacTiter-Glo ATP, 48 h; yeast lacking PDR1 and PDR3 efflux regulators; inhibition, % at 9.4 µM; 310,000 compounds, 0.32% hits; AID 504621;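 active = every replicate shows inhibition above about 80%, whatever the replicate mean, limit read from the data; inconclusive = mean inhibition reaches the set limit but some replicate falls short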;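 note: 0% = DMSO neutral controls and 100% = 20 µM radicicol positive controls; yeast relying on Plasmodium falciparum Hsp90 in place of its own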
# Wnt act – activators of Wnt/beta-catenin signaling; Wnt/beta-catenin reporter cell assay, activator, plate reader; AID 743398; 300,000 compounds, 1.2% hits; activation, % at 9.35 µM; in the data active = activation above about 30%, passing the limit was not always enough; inconclusive = no clear call, values can overlap the other calls;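 note: 0% = neutral control wells and 100% = positive control wells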
# AddAB inh – less growth of phage-infected E. coli with AddAB; 330,000 compounds, 0.29% hits; AID 435030; E. coli expressing H. pylori AddAB, absorbance growth; inhibition, % at 11.9 µM; in the data active = inhibition above about 12%;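 note: 0% = vehicle wells of infected cells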
# phage Ecoli inh – E. coli growth loss with phage present. growth absorbance. 360,000 compounds, 0.26% hits. inhibition, % at 11.9 µM; in the data active = inhibition above about 11%
# * marks the source's active call; other numbers are inactive results; u = inconclusive; x = no result given.
nr	smiles	PvdQ inh	Ecoli viability	CAL PDZ inh	DAGLB inh	Rtt109 HAT inh	Tat transport	PfHsp90 yeast 2	Wnt act	AddAB inh	phage Ecoli inh
1	O=[N+]([O-])c1ccc(Cl)c(S(=O)(=O)Nc2ccc3cn[nH]c3c2)c1	-5	0.6	1.2	4	-1	8	-1	-1	-3.9	3.5
2	CCC1(c2ccc(C)cc2)NC(=O)N(CC(=O)Nc2cccc(S(=O)(=O)N3CCCC3)c2)C1=O (stereo unspecified)	-4	-1.1	-4.3	-2	23	-4	x	-3	-0.6	-2.0
3	Cc1nnc(SCc2ccccc2)nc1-c1ccccc1	-8	-2.1	-0.2	-19	-11	2	-6	u	2.4	0.3
4	CCSC1=C(C#N)C(c2ccc(Cl)cc2)C2=C(CCCC2=O)N1 (stereo unspecified)	5	-0.7	-0.7	2	-6	u	-20	x	1.5	3.4
5	COc1ccc(C)cc1S(=O)(=O)Nc1ccncc1	-14	0.8	-1.2	1	-3	9	5	0	1.7	-0.6
6	CCn1c(-c2ccc(Cl)cc2)n[nH]c1=S	-14	3.2	0.0	1	-20	-19	-1	x	3.0	2.6
7	O=C(COc1ccc([N+](=O)[O-])cc1)Nc1nnc(-c2cccnc2)s1	-12	-1.7	1.3	2	-2	1	-53	1	-0.7	-0.8
8	COc1cc(-c2n[nH]c(=S)n2-c2ccccc2C(F)(F)F)cc(OC)c1OC	-5	2.1	-1.5	2	4	4	7	-2	3.8	3.9
9	CCn1c(=O)cc(SCC(=O)N2CCCCC2)c2ccccc21	-3	-0.1	-0.8	-2	3	2	14	x	-0.3	2.8
10	CC1Cc2ccccc2N1C(=O)CNc1cccc(S(=O)(=O)N2CCCC2)c1 (stereo unspecified)	7	1.0	-0.1	-2	9	-4	-7	-1	3.7	3.0
11	COC(=O)Nc1ccc(S(=O)(=O)N2CCCC(C(=O)Nc3cccc4c3OCCO4)C2)cc1 (stereo unspecified)	5	-1.7	0.6	0	17	13	3	-9	4.6	1.9
12	Cc1ccc(C(=O)NCC(c2ccc(F)cc2)N2CCOCC2)cc1 (stereo unspecified)	-5	0.3	-1.9	-1	4	3	25	3	2.0	0.0
13	CCOC(=O)c1cnc2[nH]c3ccccc3n2c1=O	-3	2.9	-1.1	1	-6	5	5	10	0.0	-0.5
14	Cc1sc2nc(CSC(C)C(=O)Nc3ccccn3)[nH]c(=O)c2c1C (stereo unspecified)	-7	0.5	0.9	-1	-4	7	10	12	2.6	-2.0
15	NC(=O)Nc1ccc(Oc2c(F)c(F)c(F)c(F)c2F)cc1	8	0.2	-0.1	5	3	3	0	x	-3.5	1.6
16	COC(=O)[C@]1(Cc2ccccc2)N[C@H](c2ccc(-c3cc(C(C)=O)cs3)cc2)[C@@H]2C(=O)N(C)C(=O)[C@@H]21	1	-1.3	-0.5	-7	8	-5	-5	-6	4.7	3.5
17	O=C1CCC([N+](=O)[O-])C(c2ccc(Cl)c([N+](=O)[O-])c2)N1 (stereo unspecified)	-7	-1.8	x	1	4	-1	-7	-1	0.8	3.7
18	CCCn1c(=N)n(CC(=O)c2ccc(OCC(=O)OC)cc2)c2ccccc21	5	-1.0	0.0	-9	0	7	18	-1	0.9	1.5
19	O=C(Nc1ccccn1)C(=O)Nc1ccccn1	-4	-0.7	0.2	-1	5	1	-8	39*	-0.1	4.6
20	COC(=O)c1cc2sc(Cl)cc2n1CC(=O)NCCC(C)C	-4	1.5	-0.8	0	3	4	x	-1	-0.2	1.2
21	Cc1nc2ncnn2c(N2CCN(C(=O)Cc3cccs3)CC2)c1C	-16	-1.2	0.1	0	4	1	13	x	-2.4	1.4
22	Cc1cccc(NC(=S)NC(=O)CC2CC(C)(C)OC2=O)c1 (stereo unspecified)	-1	0.3	-1.5	0	x	-5	4	-3	-1.4	2.5
23	Cc1nc2c(sc3nc(N4CCOCC4)c4c(c32)CC(C)(C)OC4)c(-c2ccc(Cl)cc2)c1C(=O)O	-9	2.3	-0.2	-7	2	18	-18	-2	0.8	-0.5
24	Cn1ccc2cc(OCc3ccccc3)ccc21	0	x	0.7	-5	-12	3	x	6	x	2.3

25: O=C(N/C(=C\c1cccnc1)c1nc2ccccc2[nH]1)c1cccc(Br)c1
26: COc1ccc(C2=[N+]([O-])C(C)(C)C(c3ccccc3)=N2)cc1
27: COc1ccc(-n2c(SCC(=O)NCC3CCCO3)nc3c([nH]c4ccccc43)c2=O)cc1 (stereo unspecified)
28: O=C(c1ccc2nccnc2c1)N1CCCC(N2CCN(c3ccc(F)cc3)CC2)C1 (stereo unspecified)
29: O=C(CCC(=O)c1cccs1)NCc1ccccc1Cl
30: O=c1c(Oc2ccccc2F)coc2cc(OCc3cnn(-c4ccccc4)c3)ccc12

Assay by compound | 25 | 26 | 27 | 28 | 29 | 30
PvdQ inh | 7 | -10 | -8 | -11 | -8 | 4
Ecoli viability | -2.4 | -1.8 | 0.8 | 2.2 | -1.8 | 1.9
CAL PDZ inh | -2.6 | 0.0 | 0.4 | 0.2 | -0.5 | -2.5
DAGLB inh | -2 | -4 | 2 | 2 | -2 | 0
Rtt109 HAT inh | 7 | -6 | -15 | 1 | 3 | 4
Tat transport | 31 | -8 | -4 | 4 | -2 | -12
PfHsp90 yeast 2 | -5 | -3 | 10 | -20 | x | -13
Wnt act | x | -1 | 0 | 0 | 8 | -3
AddAB inh | -0.6 | 1.4 | 4.0 | 0.5 | -2.3 | 5.1
phage Ecoli inh | 4.2 | 4.4 | 1.1 | 0.2 | 2.9 | 3.0

31: COc1ccc(-c2csc(N(CCCN(C)C)C(=O)c3ccccc3C)n2)cc1
32: CC1(C)OC(=O)C(=CNC(Cc2c[nH]c3ccccc23)C(=O)O)C(=O)O1 (stereo unspecified)
33: CC(C)NC[C@@H](O)c1ccc(O)c(O)c1
34: Cc1ccc(OCCNCc2ccccc2)c(C)c1
35: COc1ccc(C(=O)NC(Cc2ccccc2)c2ccc3c(c2)OCCCO3)cc1 (stereo unspecified)
36: CCOC(=O)C1=C(C)NC(=O)NC1c1c(OCC(=O)N2CCCCC2)ccc2ccccc12 (stereo unspecified)

Assay by compound | 31 | 32 | 33 | 34 | 35 | 36
PvdQ inh | -11 | -9 | -6 | -5 | -10 | -10
Ecoli viability | -1.7 | -0.5 | 1.2 | -1.3 | 2.2 | 2.6
CAL PDZ inh | -5.7 | -1.3 | 0.2 | 3.1 | -1.7 | 0.1
DAGLB inh | -1 | 2 | 3 | -4 | -4 | -1
Rtt109 HAT inh | 15 | 1 | 12 | 4 | -8 | -6
Tat transport | -6 | -3 | 9 | -4 | 5 | 4
PfHsp90 yeast 2 | 28 | 7 | 7 | -6 | x | -37
Wnt act | -2 | 2 | -2 | 1 | -1 | -1
AddAB inh | 0.0 | 3.0 | 0.4 | 2.1 | 0.4 | 4.8
phage Ecoli inh | -0.2 | -0.1 | 3.6 | 2.1 | 2.4 | 1.2

37: CC(C)OCCCn1c(=O)c2ccccc2n2c(CCC(=O)NC3CCN(Cc4ccccc4)CC3)nnc12
38: Cc1ccc(NC(=O)C2CCCN2C(=O)OCc2ccccc2)c(O)c1 (stereo unspecified)
39: CCC(=NC(C)c1ccccc1)c1c(O)n(C)c(=O)n(C)c1=O (stereo unspecified)
40: COC(=O)c1ccc(N=Nc2c(C)[nH]n(-c3ccccc3)c2=O)cc1
41: Cn1c(SCC(=O)Nc2ccccc2-c2ccccc2)nnc1-c1ccco1
42: Cc1cc(NN)nc(NS(=O)(=O)c2ccc(Cl)cc2)n1

Assay by compound | 37 | 38 | 39 | 40 | 41 | 42
PvdQ inh | -5 | -10 | 0 | 4 | 2 | -9
Ecoli viability | 1.4 | -0.6 | 0.3 | 1.2 | 1.2 | 1.5
CAL PDZ inh | -2.5 | -2.9 | -1.5 | -2.3 | -2.6 | -0.6
DAGLB inh | -2 | 1 | -4 | 5 | -1 | 0
Rtt109 HAT inh | -2 | 1 | 7 | 0 | 6 | -13
Tat transport | -7 | 4 | 4 | -3 | -5 | 11
PfHsp90 yeast 2 | 14 | 15 | -4 | -11 | 9 | -10
Wnt act | 0 | 2 | x | -2 | 0 | 0
AddAB inh | 1.4 | 2.0 | 0.8 | -0.8 | 1.1 | 5.9
phage Ecoli inh | 1.1 | 3.0 | 1.4 | 2.4 | 2.4 | 2.4

43: CC(=O)Oc1ccc2occ(C(=O)c3cccs3)c2c1
44: O=C(Nc1ccnn1C1CCN(Cc2cc3ccccc3[nH]2)CC1)C1CCOC1 (stereo unspecified)
45: Cc1cc(OCCOCCNCc2ccccc2)ccc1C(C)C
46: O=c1[nH]cccc1-c1nc2ccccc2n1Cc1ccc(Cl)cc1
47: Cc1c2c(nc3c(C(=O)NC4CC4)cnn13)CCCC2
48: CC(=O)Nc1ccc(C2NC(=S)N(c3ccccc3C(F)(F)F)C(C)=C2C(=O)N2CCOCC2)cc1 (stereo unspecified)

Assay by compound | 43 | 44 | 45 | 46 | 47 | 48
PvdQ inh | -13 | -9 | -4 | -6 | -17 | -4
Ecoli viability | -2.1 | -0.2 | 2.6 | 1.4 | -0.2 | 0.9
CAL PDZ inh | -1.3 | -3.4 | -0.9 | -0.8 | -1.7 | -0.2
DAGLB inh | -3 | 0 | 1 | 1 | -2 | 2
Rtt109 HAT inh | -24 | 0 | 0 | 9 | 5 | 10
Tat transport | -5 | -7 | -7 | -3 | -7 | 25
PfHsp90 yeast 2 | -7 | x | 9 | 15 | -15 | x
Wnt act | 80* | 1 | -4 | -1 | 0 | -1
AddAB inh | 0.7 | -0.4 | 1.8 | 2.0 | 0.0 | 0.3
phage Ecoli inh | 2.9 | 0.9 | 1.0 | 1.2 | 0.2 | -2.3

49: Cc1ccc(S(=O)(=O)N2[C@@H](c3ccc(C(C)(C)C)cc3)C(C(=O)O)=CC[C@H]2c2cccs2)cc1
50: O=C(CSc1nnc(CNC(=O)c2c(F)cccc2Cl)o1)c1ccccc1
51: CC(C)(CNC(=O)C1CCN(S(=O)(=O)c2cc([N+](=O)[O-])ccc2Cl)CC1)N1CCOCC1
52: COc1ccc(-n2c(Cc3cccn3C)nnc2SCC(=O)Nc2ccc(C)cc2)cc1

Assay by compound | 49 | 50 | 51 | 52
PvdQ inh | 6 | 3 | 7 | -11
Ecoli viability | -2.5 | -0.9 | x | 1.7
CAL PDZ inh | 1.1 | x | -2.1 | -0.9
DAGLB inh | 14 | 0 | 3 | 1
Rtt109 HAT inh | -11 | -4 | 14 | -4
Tat transport | 14 | -3 | 1 | -2
PfHsp90 yeast 2 | -8 | -5 | 6 | x
Wnt act | -1 | -3 | 0 | -3
AddAB inh | 1.7 | 1.0 | x | 2.7
phage Ecoli inh | 1.7 | 2.5 | 0.2 | 1.2
